GRP78 ERSR act: qHTS for Inducers of the Endoplasmic Reticulum Stress Response (ERSR) in Human Glioma: qHTS | U87-MG GRP78 promoter luciferase reporter, 16 h | Potency, µM, without a hit: top-dose activation, hits mostly activators | 0.02% of 420,000 active; further: potency means the concentration at half of the fitted maximal effect; series mostly up to about 76 µM; % of control where 0% means no effect; nearly all actives have a fitted effect of over 35% in size
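ERSR induction read as luciferase luminescence (Bright-Glo, 10 min at room temperature) in stably transfected human U87-MG glioma cells exposed to compounds for 16 h, using GRP78 as sensor.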
Vif-A3G inh: qHTS for Inhibitors of Vif-A3G Interactions: qHTS. HeLa A3G-eYFP + Vif (tagged APOBEC3G with the HIV-1 protein that degrades it), YFP fluorescence, overnight. DNA dC->dU-editing enzyme APOBEC-3G (Homo sapiens), Q9HC16. 0.076% of 410,000 active. Potency, µM (highest dose often 46.1 µM), for the others: top-dose activity, negative = active, actives largely listed as inhibitors;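 further: potency means the concentration at half of the fitted maximal effect; on the % scale 0 is the no-effect control and ±100 the full control effect; nearly all actives have a fitted effect of over 60% in size; hits raise eYFP signal because A3G escapes Vif-driven loss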
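Read-out is eYFP fluorescence (Ex 488/Em 500-530) from Vif-expressing HeLa A3G-eYFP cells; more signal means A3G escaped Vif-mediated degradation. Cells plated overnight, compound pinned in, incubated overnight at 37 deg C.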
12-LOX inh: Primary qHTS assay for inhibitors of human arachidonate 12S-lipoxygenase (ALOX12): Round 2. Polyunsaturated fatty acid lipoxygenase ALOX12 (Homo sapiens), P18054. purified 12hLO, xylenol orange hydroperoxide absorbance. Potency, µM (doses to about 108 µM), without a hit: at the top dose activity change, negative = inhibition, most hits filed as inhibitors. 1.1% of 580,000 active. AID 1671190, 2021; further: potency means the concentration at half of the fitted maximal effect; on the % scale 0 is the no-effect control and ±100 the full control effect
Target sequence (P18054 whole entry, looked up): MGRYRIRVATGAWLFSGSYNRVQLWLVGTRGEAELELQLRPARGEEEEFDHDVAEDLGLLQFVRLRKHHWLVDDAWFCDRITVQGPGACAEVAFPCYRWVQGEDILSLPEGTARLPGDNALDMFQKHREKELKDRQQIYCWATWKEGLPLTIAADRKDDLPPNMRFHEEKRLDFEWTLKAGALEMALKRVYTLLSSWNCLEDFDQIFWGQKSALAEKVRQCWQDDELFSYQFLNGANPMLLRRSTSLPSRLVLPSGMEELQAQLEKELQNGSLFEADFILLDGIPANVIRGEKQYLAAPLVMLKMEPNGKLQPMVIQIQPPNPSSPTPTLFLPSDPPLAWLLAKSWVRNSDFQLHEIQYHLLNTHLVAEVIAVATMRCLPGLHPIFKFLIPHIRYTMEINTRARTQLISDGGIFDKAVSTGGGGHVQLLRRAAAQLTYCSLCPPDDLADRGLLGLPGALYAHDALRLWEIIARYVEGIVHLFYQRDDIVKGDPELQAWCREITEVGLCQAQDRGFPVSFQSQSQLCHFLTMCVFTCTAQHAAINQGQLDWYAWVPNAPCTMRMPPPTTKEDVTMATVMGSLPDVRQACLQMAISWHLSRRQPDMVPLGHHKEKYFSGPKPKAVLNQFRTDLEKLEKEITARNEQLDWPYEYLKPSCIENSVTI
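Purified human 12hLO (150 nM final) in 25 mM Hepes, 0.01% Triton X-100, pH 7.0 was preincubated 15 min at room temperature with compound. Then 40 uM arachidonic acid was added, 30 min. Hydroperoxide was read by Fe-XO absorbance ratio 573/405 nm.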
D2 antagonist: HTS Assay for Allosteric Antagonists of the Human D2 Dopamine Receptor: Primary Screen for Antagonists; D(2) dopamine receptor (Homo sapiens), P14416; HEK293 TREx D2 cells, calcium flux, dopamine EC80; inhibition, % at 10 µM; 2% of 340,000 active; AID 485344, 2010; in the data active means inhibition above about 30%; further: 0% is about no effect
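Cells plated overnight at 30 C with tetracycline; no-wash calcium dye, 30–90 min RT; 10 s baseline; compound pinned; 180 s read; EC80 dopamine added; another 180 s read.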
D2 agonist: HTS Assay for Allosteric Agonists of the Human D2 Dopamine Receptor: Primary Screen for Agonists; HEK293 T-REx D2 cells, calcium flux agonist mode; activation, % at 2 µM; D(2) dopamine receptor (Homo sapiens), P14416; 0.53% of 340,000 active;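 active means activation over 3 SD above normal in the single-dose calcium agonist read, cut at about 30% in these data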; further: 0% is about no effect
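Tetracycline-induced HEK293 T-REx cells with force-coupled D2 receptor, plated overnight at 30 C, loaded with no-wash calcium dye. After a 10 s baseline, compound was pin-added and calcium flux read kinetically for 180 s; calcium rises flagged agonists.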
RGS4 inh: Inhibitors of Regulator of G Protein Signaling (RGS) 4: qHTS. Regulator of G-protein signaling 4 (Homo sapiens), P49798. Potency, µM (doses to about 114 µM), without a hit: top-dose activity change, negative = inhibition, actives largely listed as inhibitors. Transcreener GDP fluorescence polarization, RGS4-accelerated GTP hydrolysis. 0.039% of 390,000 active; further: potency means the concentration at half of the fitted maximal effect; on the % scale 0 is the no-effect control and ±100 the full control effect; nearly all actives have a fitted effect of over 75% in size; some results filed as inactive show a strong effect at the top dose
Target sequence (P49798 whole entry, looked up): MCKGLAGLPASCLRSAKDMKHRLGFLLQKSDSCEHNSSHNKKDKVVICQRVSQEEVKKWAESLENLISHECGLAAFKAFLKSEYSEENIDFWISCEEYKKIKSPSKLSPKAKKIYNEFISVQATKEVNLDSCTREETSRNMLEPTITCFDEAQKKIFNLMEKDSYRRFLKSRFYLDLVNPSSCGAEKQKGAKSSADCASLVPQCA
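MLSMR compounds (23 nl, pin-transferred) preincubated 10 min at room temperature with a 500nM (2x) first reagent, then RGS4 at 900nM (2x) plus Transcreener GDP mix added; fluorescence polarization (620/688 nm) read before and after 90 min at 30 °C.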
Vif-APOBEC3F blk: qHTS for Inhibitors of Vif-A3F Interactions: qHTS. Potency, µM (doses to about 46.1 µM), for inactives: top-dose activity, negative = active. HeLa A3F-eYFP + Vif (tagged APOBEC3F with the HIV-1 protein that degrades it), YFP fluorescence increase. 0.2% of 390,000 active. AID 602313, 2012; further: potency means the concentration at half of the fitted maximal effect; % of control where 0% means no effect; nearly all actives have a fitted effect of over 65% in size
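Fluorescence increase (Ex 488/Em 500-530) after overnight compound treatment at 37 deg C flags inhibition of Vif-driven A3F-eYFP loss in stable HeLa A3F-eYFP/Vif cells seeded overnight beforehand.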
ERG Ets-DNA blk: qHTS for Small Molecule Inhibitors of the ERG Ets/DNA interaction. AID 624246, 2012. 0.028% of 370,000 active. fluorescence polarization, His-ERG Ets domain / labelled DNA. Potency, µM (top dose mostly 76.9 µM), inactives show at the top dose FP activity, negative = inhibition, hits mostly inhibitors. Transcriptional regulator ERG (Homo sapiens), P11308; active means well fitted inhibition curve with a large enough effect in the polarisation, with a control signal flat; inconclusive means small, poorly fitted or top-dose-only effect, or effect the other way, or a change in a side signal; inactive means no such curve, though single readings can be large or run the other way; the % refers to the polarisation;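 further: polarization taken with two DNA probes labelled with fluorescein and Texas red; potency means the concentration at half of the fitted maximal effect; % of control where 0% means no effect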
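His-tagged ERG Ets domain (1 uM in the protein solution; 300mM KCl, 50mM Tris-HCl, 1mM EDTA, 1mM DTT, pH 7.5) received compound, then a probe mix of 5 nM fluorescein-DNA and 100nM Texas-615-DNA. Fluorescence polarization was read for both dyes.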
LDHA block: qHTS assay for inhibitors of human lactate dehydrogenase. L-lactate dehydrogenase A chain (Homo sapiens), P00338. 0.15% of 480,000 active. activity change, % (values are at about 110 or 230 µM). purified LDHA, NADH/diaphorase-resazurin fluorescence; stronger effect = lower value. AID 1347041, 2019; in the data active means activity change below about -30%; inconclusive means mostly about -25% to -30%;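 further: plate controls were DMSO wells for no effect and wells without enzyme for full effect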
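Resorufin fluorescence (ex540/em590), read at 0 and 20 min after diaphorase/resazurin addition, reports the NADH left after a 5 min room-temperature reaction of 2 nM human LDH5 with 0.06 mM NADH and 0.2 mM pyruvate.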
The depositor's hits bear a star; ? = inconclusive; nt = not tested or not shown; & = joins results of further samples; [ ] = dose if it differs, or a comment. Unless noted, the call rests on the fitted dose curve; in most records, active means well fitted curve in the direction sought with a large enough effect; inconclusive means small, poorly fitted or top-dose-only effect, or another doubt; inactive means no such curve, though single readings can be large; an effect the other way counts as inactive or inconclusive. Only part of the results is shown; count on the stated rates, not on these rows.

structure	GRP78 ERSR act	Vif-A3G inh	12-LOX inh	D2 antagonist	D2 agonist	RGS4 inh	Vif-APOBEC3F blk	ERG Ets-DNA blk	LDHA block
CCOc1cccc(-c2c(C(=O)N/N=C/c3cccs3)nnn2-c2nonc2N)c1	-4%	-3%	-12%	32*	9.4	7%[11.4 µM]	2%	11%	-4
CC1CCN(S(=O)(=O)c2cccc(C(=O)N(C)C3CCS(=O)(=O)C3)c2)CC1 (configuration not stated)	-3%	2%	-1%	4	0.7	-4%	0%	-7%	-3
O=C(CN1C(=O)C2CCCCC2C1=O)Nc1nccs1 (configuration not stated)	5%	0%	-5%	-2	-0.7	17%	5%	-9%	-10
O=C(COC(=O)c1nc(Cl)ccc1Cl)NCc1ccc(Cl)cc1Cl	-3%	-2%	-7%	-21	-0.7	-26%	5%	12%	-1
CC(C)(C)S(=O)N1Cc2ccc(CO)cc2[C@H]1CCO (some centres not stated)	-1%	0%	?	nt	nt	-1%	4%	-13%	2
Cc1ccc(S(=O)(=O)N2CCC(C(=O)N3CCCCCCC3)CC2)cc1C	1%	0%	8%	nt	nt	nt	-4%	nt	-8
COc1ccc(C)cc1NC(=O)C(OC(=O)c1ccc(Cl)c(S(=O)(=O)N(C)c2ccccc2)c1)c1ccccc1 (configuration not stated)	-3%	2%	2%	-1	0.9	-21%	-22%	-12%	-6
O=C(/C=C/c1ccco1)NC(=S)Nc1ccc(C(=O)O)cc1	-4%	-3%	?	10	0.9	?	-8%	12%	3
C(=C\c1ccccc1)/C=N/Nc1nc2ccccc2[nH]1	0%	?	?	-4	-1.9	10%[11.4 µM]	-16%	3%	-9
COc1ccc(OC)c(N2Cc3ccccc3C2)c1	-4%	0%	?	9	-0.2	14%	-8%	-15%	13
Cc1noc(C)c1COc1ccc2ccc(=O)oc2c1	-1%	-2%	-8%	-14	-0.1	14%	-27%	-1%	-10
Cc1ccccc1/C=N/Nc1ncnc2nc[nH]c12	-1%	1%	0%	6	-0.6	15%	-3%	5%	-7
Cn1nc(C(=O)Nc2ccc(S(=O)(=O)Nc3ncccn3)cc2)ccc1=O	-2%	0%	?	10	-0.2	-25%	-1%	2%	-2
COC(=O)c1[nH]c2ccc(F)cc2c1NC(=O)C1=COCCO1	-4%	-2%	?	-8	2.0	-40%	6%	2%	-2
Cc1cccc(N(C)C(=O)c2cc(S(=O)(=O)N3CCCC3)cn2C)c1	-3%&-1%	-1%&-1%	-9%&-6%	-8	-0.1&-0.7	-5%&18%	-1%&-11%	-5%&9%	-2&-10
CCOc1ccccc1NC(=S)NCCc1ccc(F)cc1	-3%	1%	?	nt	nt	-3%	?	-9%	-5
CC(C)(C)c1ccc(NC(=O)CN2C(=O)NC(C)(C3CC3)C2=O)cc1 (configuration not stated)	2%	-1%	-6%	-5	0.6	-5%	2%	nt	-13
O=[N+]([O-])c1ccc(Cl)c(S(=O)(=O)NCC2CCCO2)c1 (configuration not stated)	-2%	0%	-3%	-9	0.0	-17%	4%	2%	-5
CC(C)(O)CN(C(=O)c1ccc([N+](=O)[O-])cc1)C1CCCC1	-6%	-3%	-1%	nt	nt	22%	-7%	2%	0
O=C(COC(=O)c1ccccn1)Nc1ccc2c(c1)OCCO2	1%	-1%	0%	nt	nt	-9%	-21%	-3%	0
CCOc1ccccc1-c1nnc(CS(=O)(=O)c2ccccc2)o1	-1%	-1%	1%	7	-0.8	13%	-11%	8%	-5
C[N+]1(CC#CC(O)(c2ccccc2)c2ccccc2)CCCC1	-4%	-1%	?	2	2.6	-7%	0%	1%	-11
CC(OC(=O)c1cccnc1Cl)C(=O)NC1CCCCC1 (configuration not stated)	-2%	4%	6%	nt	nt	nt	2%	nt	-18
COc1ccc(C(=O)N/N=C/c2c(CO)cnc(C)c2O)cc1	7%	-10%	3%	4	0.5	19%[56.9 µM]	-7%	9%	1
CCNC(=O)c1cc(Br)ccc1Cl	1%	3%	2%	-3	0.2	14%	-8%	2%	1
Fc1cnc(Cl)nc1N1CCN(c2ccccc2)CC1	-3%	-1%	0%	2	0.0	-7%	-37%	1%[15.4 µM]	2
Cc1ccccc1NC(=O)CSc1nc(-c2ccccc2)cn1-c1ccccc1F	-1%	1%	-6%	nt	0.3	-49%	-5%	-10%	3
N/C(=N\OC(=O)c1ccccc1F)c1cccc([N+](=O)[O-])c1	8%	2%	20%	6	4.0	13%	-5%	0%	-20
CCCCCC(=O)N1C[C@@H](O)[C@H](n2cc(C3CC3)nn2)C[C@@H]1c1ccccc1	-3%	2%	-2%	nt	nt	nt	0%	nt	-1
CCOC(=O)C1=CN(Cc2cccc(Br)c2)S(=O)(=O)N(C)C1C (configuration not stated)	-2%	-1%	-8%	nt	nt	16%	6%	-2%	-3
CC1(c2nnc(Cc3ccccc3)o2)CC(c2c(Cl)cccc2Cl)=NO1 (configuration not stated)	-3%	-1%	3%	nt	nt	-14%	-11%	-8%	-2
COC(=O)c1ccc(NC(=O)CCS(=O)(=O)c2ccc3c(c2)NC(=O)C(C)S3)cc1 (configuration not stated)	-5%	-1%	46%[activator]	-1	1.8	-58%[56.9 µM]	-7%	-5%	-2
Cc1cc(C)c2c(n1)SCC(=O)N2CC(=O)Nc1cc(F)ccc1F	5%	-6%	34%[activator]	11	-0.7	-15%	3%	1%	1
COc1ccccc1Oc1coc2c(CN3CCN(C)CC3)c(O)ccc2c1=O	-5%	-4%	20%	nt	nt	-12%	1%	0%	0
CCOC(=O)c1c(NC(=O)CSc2nnnn2-c2ccccc2)sc2c1CCC(C)C2 (configuration not stated)	-4%	0%	0%	6	0.1	-47%	0%	4%	-2
COc1ccc(C2c3c(n(C)c4ccccc34)C(=O)N2CC(=O)Nc2ccc(C)cc2Cl)cc1 (configuration not stated)	-2%	5%	?	nt	0.5	3%	9%	-3%	-7
O=C(Nc1cccc(NC(=O)c2ccc(Br)o2)c1)c1ccccc1	5%&0%	-6%&-1%	-17%&-23%	-1	-0.7&-0.9	-3%&-11%	1%&2%	8%&1%	-1&1
Cc1cccc(C)c1OCC(=O)N1CCC(c2nc3ccccc3o2)CC1	-4%	-4%	?	nt	1.2	-24%	1%	-6%	-7&-3
Cc1occc1C(=O)Nc1ccccc1C(=O)O	-3%	-3%	14%	-17	-0.5	22%	nt	-6%	-10
C[C@@H]1CCCCO[C@@H](CN(C)Cc2ccc3c(c2)OCO3)[C@@H](C)CN([C@H](C)CO)C(=O)c2cc(N(C)C)ccc2O1	-1%	-1%	?	nt	nt	nt	0%	nt	3
COc1ccc(OC)c(NC(=O)c2cc(-c3cc(C)c(C)cc3O)n[nH]2)c1	2%	-13%	24%	19	-1.2	-29%	?	5%	-6
COc1cc(/C=C2/SC(=Nc3ccc(O)cc3)NC2=O)ccc1O	-4%	?	?	17	2.5	5%[11.4 µM]	25µM*	95%[activator]	-4
COc1ccc(OCCC(=O)Nc2cc(C)on2)cc1	-3%	0%	1%	16	0.2	7%[11.4 µM]	-9%	4%	-2
O=C(CSc1nc(C(F)(F)F)cc(=O)[nH]1)N1CCCCCC1	-3%	1%	-18%	8	-0.3	-34%	6%	-1%	-2
Cc1c(CN2CCCC(C(=O)Nc3cccc(-n4cccn4)c3)C2)cnn1C (configuration not stated)	-7%	1%	1%	47*	-3.1	-12%	8%	-2%	-1
O=C(NCc1ccco1)C(c1ccco1)N(CCc1ccccc1)C(=O)Cn1nnc2ccccc21 (configuration not stated)	-6%	-4%	-7%	0	1.4	-17%[11.4 µM]	-15%	-3%	-6
C=CCOc1ccc2c(c1)c(=O)cc(C(=O)O)n2CC	-3%	-2%	?	1	-1.0	7%	-8%	13%	-5
